Source: PubChem (National Center for Advancing Translational Sciences (NCATS))
TrxR1 substrate: substrates of rat thioredoxin reductase 1; Potency, µM (series often up to 114 µM), for the others: at the top dose activity change, negative = substrate turnover; O89049; AID 588456; 390,000 compounds, 0.01% hits; purified TrxR1 substrate turnover, NADPH consumption readout; also: potency is read from the fitted curve at half-maximal effect; % is scaled to controls: 0 for no effect and ±100 for the full control effect; nearly all actives have a fitted effect of over 50% in size
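Rat TrxR1, dispensed at 90 nM, was prereduced with 400 uM NADPH (final) for 5 min at ~22 deg C, then incubated with compound 15 min before 400 uM selenite. A first-read NADPH fluorescence drop versus no-compound background flagged substrates.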
Pin1 inhibitor: human Pin1 inhibition | Pin1 FP peptide displacement, HiFluor488, 10 min | 390,000 compounds, 0.009% hits | Potency, µM (highest dose often 115 µM), without a hit: top-dose activity, negative = inhibition, actives largely listed as inhibitors; active = well fitted inhibition curve with a large enough effect in the polarisation, with a control signal flat, not every such curve was filed as active; inconclusive = small, poorly fitted or top-dose-only effect, or effect the other way, or a change in a side signal; inactive = no such curve, though single readings can be large or run the other way; the % refers to the polarisation; also: potency is read from the fitted curve at half-maximal effect; % is scaled to controls: 0 for no effect and ±100 for the full control effect
PI4K2A block: PI4K2A (human) kinase inhibition; Q9BTU6; purified PI4K2A, ADP-Glo luminescence, 1 h; hits give low values; activity change, negative = inhibition, % at 76.9 µM; 420,000 compounds, 0.13% hits; AID 1346378; in the data active = activity change below about -50%; inconclusive = mostly about -30% to -49%;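 also: -100% = wells without enzyme as full effect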
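PI4K2A activity was measured by ADP-Glo luminescence: enzyme (4 ug/mL stock) and phosphatidylinositol (1.2 mM stock) in Tris pH 7.5/MgCl2/EGTA/Triton X-100 buffer were reacted with ATP (300 microM stock) for one hour at ambient temperature.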
USP1 inh: USP1/UAF1 (human) deubiquitinase inhibition; O94782; recombinant USP1/UAF1, Ub-Rhodamine cleavage fluorescence; Potency, µM (highest dose often 57.1 µM), for the others: at the highest dose activity change, negative = inhibition, actives largely listed as inhibitors; 390,000 compounds, 0.23% hits; also: potency is read from the fitted curve at half-maximal effect; % is scaled to controls: 0 for no effect and ±100 for the full control effect; nearly all actives have a fitted effect of over 60% in size; inactives centre near -12
Target sequence (O94782 whole entry, looked up): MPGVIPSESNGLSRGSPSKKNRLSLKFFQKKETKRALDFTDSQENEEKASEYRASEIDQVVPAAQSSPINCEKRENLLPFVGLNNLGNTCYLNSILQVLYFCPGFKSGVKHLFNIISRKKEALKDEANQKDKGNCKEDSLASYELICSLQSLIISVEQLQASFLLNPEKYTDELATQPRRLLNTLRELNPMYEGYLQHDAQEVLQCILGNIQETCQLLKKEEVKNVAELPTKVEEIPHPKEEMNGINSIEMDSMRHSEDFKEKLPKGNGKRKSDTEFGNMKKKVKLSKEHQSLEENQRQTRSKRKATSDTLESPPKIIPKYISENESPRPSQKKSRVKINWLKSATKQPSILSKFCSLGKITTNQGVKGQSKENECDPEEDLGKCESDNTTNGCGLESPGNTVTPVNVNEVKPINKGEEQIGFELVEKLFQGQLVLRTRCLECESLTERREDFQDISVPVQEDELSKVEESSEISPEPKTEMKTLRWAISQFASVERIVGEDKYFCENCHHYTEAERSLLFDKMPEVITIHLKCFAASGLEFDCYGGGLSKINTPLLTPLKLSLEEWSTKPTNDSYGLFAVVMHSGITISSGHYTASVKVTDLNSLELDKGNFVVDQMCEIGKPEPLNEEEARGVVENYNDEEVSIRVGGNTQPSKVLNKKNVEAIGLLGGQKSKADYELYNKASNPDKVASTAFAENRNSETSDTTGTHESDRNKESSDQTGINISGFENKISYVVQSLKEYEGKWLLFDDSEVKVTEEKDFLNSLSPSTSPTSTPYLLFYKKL
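USP1/UAF1 complex (1 nM) preincubated 15 min at room temperature with compound, then Ub-Rho substrate (150 nM final) added. Kinetic fluorescence at 480/540 nm over 6 reads at 60 s intervals; 50 mM HEPES pH 7.8, 0.5 mM EDTA, 0.1 mg/ml BSA, 1 mM TCEP, 0.01% Tween-20.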
HP1b binding inh: inhibitors of HP1-beta chromodomain binding to methylated histone tails; P83916; AlphaScreen HP1-beta / biotin-H3K9me3 peptide binding; Potency, µM (top dose mostly 114 µM), for the others: at the highest dose activity change, negative = inhibition, usual class: inhibitors; 390,000 compounds, 0.56% hits; AID 540317; also: potency is read from the fitted curve at half-maximal effect; nearly all actives have a fitted effect of over 70% in size; inactives centre near 23
Target sequence (P83916 whole entry, looked up): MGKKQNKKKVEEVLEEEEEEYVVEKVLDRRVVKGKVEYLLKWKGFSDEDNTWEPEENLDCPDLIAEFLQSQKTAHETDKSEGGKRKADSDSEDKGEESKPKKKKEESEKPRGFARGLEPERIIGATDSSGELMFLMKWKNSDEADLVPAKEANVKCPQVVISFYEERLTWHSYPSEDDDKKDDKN
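AlphaScreen: HP1-beta (50 nM) preformed 30 min with biotin-H3(1-18)K9me3 peptide (50 nM) in PBS pH 7.4, 0.01% Tween-20. Compound added for 30 min at RT, then streptavidin donor/nickel chelate acceptor beads (10 ug/mL) for 30 min.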
mIDH1 inhibitor: human IDH1 R132H inhibition; O75874; IDH1-R132H enzyme, NADPH consumption, diaphorase/resazurin fluorescence; Potency, µM (titrated, usually from 76.6 µM), for inactives: top-dose activity change, negative = inhibition, most hits filed as inhibitors; 390,000 compounds, 0.093% hits; AID 602179; also: potency is read from the fitted curve at half-maximal effect; % is scaled to controls: 0 for no effect and ±100 for the full control effect; nearly all actives have a fitted effect of over 65% in size
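IDH1-R132H (0.5 ug/mL) preincubated 30 min with compound, then NADPH (0.016 mM) and alpha-KG (2 mM) added; 80 min at RT, pH 7.5. Remaining NADPH coupled via diaphorase/resazurin to fluorescence (540/590 nm); concentration-response curves normalized to no-enzyme control.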
PGK inhibitor: inhibitors of T. brucei phosphoglycerate kinase | Potency, µM (series often up to 57.5 µM), for inactives: at the highest dose activity change, negative = inhibition, hits mostly inhibitors | PGK/GAPDH coupled, Kinase-Glo luminescence, 60 min | P07378 | 380,000 compounds, 0.043% hits | AID 602233; also: potency is read from the fitted curve at half-maximal effect; % is scaled to controls: 0 for no effect and ±100 for the full control effect; nearly all actives have a fitted effect of over 60% in size
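Recombinant glycosomal PGK reaction used 1,3-bisphosphoglycerate generated in-well by GAPDH (100nM final) in 100mM TEA pH 7.6, 5mM MgCl2, 0.01% Tween-20. After 60 minutes at room temperature, ATP was read by Kinase-Glo Plus luminescence end-point.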
TrxR1 inh: inhibitors of rat thioredoxin reductase 1 | Potency, µM (doses to about 114 µM), for inactives: top-dose activity change, negative = inhibition, hits mostly inhibitors | AID 588453 | 390,000 compounds, 1% hits | recombinant rTrxR1, NADPH fluorescence consumption, selenite substrate; also: potency is read from the fitted curve at half-maximal effect; % is scaled to controls: 0 for no effect and ±100 for the full control effect; nearly all actives have a fitted effect of over 65% in size
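Rat TrxR1 (90 nM in the dispensed reagent) was pre-reduced with 400 uM NADPH for 5 min at room temperature, then incubated with compound for 15 min. After 400 uM selenite was added, NADPH fluorescence (Ex 340/Em 450 nm) was followed for 8 min.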
GLS inh: blocks human kidney-isoform glutaminase activity. O94925. GLS enzymatic activity, qHTS titration. Potency, µM (top dose mostly 45.5 µM), for inactives: at the highest dose activity change, negative = inhibition, hits mostly inhibitors. 410,000 compounds, 0.21% hits. AID 624170; also: potency is read from the fitted curve at half-maximal effect; % is scaled to controls: 0 for no effect and ±100 for the full control effect
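hKGA in 45 mM KH2PO4 (pH 8.2), 0.02% Tween-20 with compound, then 1mM L-Glutamine (stock as added) plus glutamate oxidase/HRP/Amplex red coupling mix. Fluorescence read initially and after 30 min at RT; signal change reflects glutamate formation.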
* hit, by the source's call; i = inactive; ? = inconclusive; . = no result given; [ ] = remark or other dose. Unless noted, calls follow the shape of the dose curve; as a rule, active = well fitted curve in the direction sought with a large enough effect; inconclusive = small, poorly fitted or top-dose-only effect, or another doubt; inactive = no such curve, though single readings can be large; an effect the other way counts as inactive or inconclusive.

SMILES | TrxR1 substrate | Pin1 inhibitor | PI4K2A block | USP1 inh | HP1b binding inh | mIDH1 inhibitor | PGK inhibitor | TrxR1 inh | GLS inh
COc1ccc(N/N=C/c2c(C(=O)O)ccc3ccccc23)cc1 | 0% | ? | 1 | -18% | 34% | 8% | -2% | 12% | -6%
COC(=O)c1c(C(=O)OC)c(-c2cccc(C)c2)n2c1CS(=O)C2 (centres undefined) | 5%[57.1 µM] | 2% | 4 | -12% | 2% | 7% | -3% | 4%[57.1 µM] | -7%
CCN(CC)CC(=O)N1N=C(c2cccs2)CC1c1ccco1 (centres undefined) | 8% | -1% | 3 | 1% | 2% | -2% | 0% | 16% | 3%
COc1ccc(OC)c2[nH]c(=O)c(CCNC(=O)CC(C)C)cc12 | 7%[57.1 µM] | 0% | 1 | -11% | 36% | 4% | -4% | 9%[57.1 µM] | -3%
CC(C)c1ccc(NC(=O)CN(C)S(=O)(=O)c2ccc3c(c2)c(=O)n(C)c(=O)n3C)cc1 | -1% | ? | -4 | -6% | 31% | -4% | 4% | -3% | 1%
CCCN(CCC)S(=O)(=O)c1ccc(C(=O)OCCN2C(=O)c3cccc4c(N5CCOCC5)ccc(c34)C2=O)cc1 | -3% | . | 6 | ? | 69%[activator] | -3% | i | 12% | -5%
Cc1cc(C)c2nc(N(CCCN(C)C)C(=O)c3ccc(S(=O)(=O)N4CCCCCC4)cc3)sc2c1 | 1%[57.1 µM] | 0% | 0 | -6% | -25% | -5% | 0% | -6%[57.1 µM] | 3%
C=CCSc1nc2ccccc2c2nc(-c3ccccc3)nn12 | 13%[57.1 µM] | 4% | 0 | -5% | 17% | 3% | -12% | 9%[57.1 µM] | 0%
COc1ccc(-c2coc3cc(O)ccc3c2=O)cc1OC | 8%[57.1 µM] | 7% | 0 | 0% | 18% | 0% | 1% | 7%[57.1 µM] | ?
CC1(C)CC(=O)C=C(Nc2cc(-c3ccccc3)[nH]n2)C1 | -6%[57.1 µM] | -5% | 1 | 0% | 4% | 12% | -3% | 10% | 43%[activator]
COc1ccc(OCCCC(=O)OCC(=O)Nc2c(C)nn(-c3ccccc3)c2C)cc1 | -6% | -2% | 1 | -19% | 14% | 3% | 1% | 0% | -1%
COc1cc(NC(=O)COc2cc(O)c3c(c2)OC(C)(C)CC3=O)cc(OC)c1OC | -11% | -6% | 0 | -26% | 22% | -3% | i | -7% | 0%
S=c1[nH]nc(-c2n[nH]c3c2CCC3)n1/N=C/C=C/c1ccccc1 | 2% | 9% | -5 | -3% | 5% | -5% | i | 8% | ?
CN(C)S(=O)(=O)c1cc(NC(=O)CSc2nn(-c3ccc(Cl)cc3)c(=S)s2)ccc1Cl | -3% | 44%[activator] | 0 | -21% | 10% | 1% | -9% | -12% | 0%
CC(C)CNC(=O)c1cccc(NC(=O)C(C)Oc2ccccc2)c1 (centres undefined) | 10%[57.1 µM] | -1% | 0 | -4% | -9% | -1% | -6% | 23%[57.1 µM] | 8%
COc1ccc(N(C(=O)c2snc(C(N)=O)c2N)C(C(=O)NC2CCCCC2)c2ccc(C)o2)cc1 (centres undefined) | 7% | -3% | 7 | -21% | 0% | ? | 4% | -17% | 13%
CC(=O)c1c(C(C)=O)c(C)n(Cc2ccc3c(c2)OCO3)c1C | -7% | ? | -1 | -9% | 11% | 6% | -8% | 7% | 23%
Cc1cnc(C(=O)N2CCCC(C(=O)c3cccc(OC(C)C)c3)C2)cn1 (centres undefined) | 6% | -9% | -7 | -3% | 34% | -1% | -3% | 42%[activator] | 3%
NS(=O)(=O)c1ccc(CCNC(=O)C2(S(=O)(=O)c3ccc(Cl)cc3)CC2)cc1 | 3% | -1% | -13 | -16% | 72%[activator] | 8% | -3% | 9% | 3%
Cc1ccccc1-c1ocnc1C(=O)Nc1ccccc1NC(=O)c1ccccn1 | 5% | -1% | -12 | -20% | 27% | -1% | 5% | 28% | 1%
CC(C)(C)n1ncc2c(=O)n(Cc3ccccc3Br)cnc21 | -9% | -4% | 2 | . | 101%[activator] | . | i | -6% | ?
CC(CN1CCN(C/C=C/c2ccccc2)CC1)c1ccccc1 (centres undefined) | -4%[57.1 µM] | 0% | -2 | -15% | -9% | 5% | -5% | 8%[57.1 µM] | 1%
CN(c1ccc(O)cc1)S(=O)(=O)c1ccc2ccccc2c1 | 3%[57.1 µM] | -1% | -4 | -2% | -3% | -1% | 0% | 6%[57.1 µM] | 0%
Cc1cc(C)c(NC(=O)Cn2nnc(-c3ccccc3)n2)c(C)c1 | 1% | 7% | -12 | -27% | 8% | -5% | 1% | 26% | -4%
COc1ccc(/C=N/n2c(-c3ccc(C)cc3)n[nH]c2=S)cc1OC | -7% | 0% | 0 | -8% | 28% | 2% | -1% | -15% | 5%
COc1ccc(CN(C(=O)c2oc3ccccc3c2C)C2CCS(=O)(=O)C2)cc1OC (centres undefined) | -7% | 6% | -6 | -1% | 10% | 4% | -1% | 5%[57.1 µM] | -1%
COc1ccc(C(=O)NCc2nnc(SCC(=O)NCc3ccco3)o2)cc1 | -5% | 0% | -8 | -22% | 26% | -3% | i | -1% | -1%
COc1ccc2c(Sc3ccccc3)c(C(=O)NCC(C)c3ccccc3)[nH]c2c1 (centres undefined) | 11% | 0% | 0 | -4% | 18% | 24% | 11% | 14% | 13%
COc1cccc(N(C(=O)Cn2nnc(-c3cccs3)n2)C(C(=O)NC(C)C)c2ccc(C)o2)c1 (centres undefined) | -6% | -5% | 12 | -4% | 37% | 0% | 8% | 1% | 6%
CCC(=O)c1ccc(OCc2ccc(C#N)cc2)cc1 | 1% | 6% | 1 | -5% | 31% | 2% | i | 18% | 7%
COc1cccc(C(=O)CSc2nnc(COc3cccc4cccnc34)o2)c1 | 2% | -7% | 2 | 0% | 29% | 1% | . | 19% | -3%
CCCc1nn2c(=O)cc(CSCC(=O)Nc3ccc(F)cc3)nc2s1 | -4% | 4% | -1 | -18% | 65%[activator] | -2% | i | 1% | -2%
CC1(C(=O)NCc2cccnc2)CCC(=O)N1Cc1cccs1 (centres undefined) | 3% | -18% | 0 | -20% | 41%[activator] | -1% | -8% | 6% | -1%
CN1CCN(C(=S)NC(=O)c2ccccc2Br)CC1 | -3% | -5% | -3 | -4% | 14% | -13% | -5% | 1% | 29%
CSCCC1NC2(C(=O)Nc3ccc(Cl)cc32)[C@@H]2C(=O)N(C3CCCC3)C(=O)[C@H]12 (some centres undefined) | -6% | 5% | 3 | -24% | -3% | -6% | -8% | ? | ?
Cc1ccc(NC(=S)NNc2ccc([N+](=O)[O-])cc2S(=O)(=O)Nc2ccccc2C(=O)O)cc1C | -10% | ? | 2 | -21% | ? | -3% | 10% | ? | ?

Three entries from above, arranged by the number in GLS inh, low to high.
canonical_smiles	TrxR1 substrate	Pin1 inhibitor	PI4K2A block	USP1 inh	HP1b binding inh	PGK inhibitor	TrxR1 inh	GLS inh
COc1ccc(C(=O)NCc2nnc(SCC(=O)NCc3ccco3)o2)cc1	-5%	0%	-8	-22%	26%	i	-1%	-1%
COc1ccc(/C=N/n2c(-c3ccc(C)cc3)n[nH]c2=S)cc1OC	-7%	0%	0	-8%	28%	-1%	-15%	5%
CCC(=O)c1ccc(OCc2ccc(C#N)cc2)cc1	1%	6%	1	-5%	31%	i	18%	7%

Following part.
SMILES | TrxR1 substrate | Pin1 inhibitor | PI4K2A block | USP1 inh | HP1b binding inh | mIDH1 inhibitor | PGK inhibitor | TrxR1 inh | GLS inh
CN(Cc1ccccc1)C(=O)c1cccc(NC(=O)Cc2cccc(NC(=O)C3CCN(C(=O)c4ccccc4)CC3)c2)c1 | 0% | 10% | -1 | -20% | 2% | 2%[38.3 µM] | -2% | 22% | 0%
CCN(CC)C(=O)c1cc(-c2ccccc2OC)on1 | -5% | -8% | 2 | -22% | 16% | 2% | 10% | -15% | 4%
COc1cc(NC(=O)CN(C)S(=O)(=O)c2ccc(C)cc2)cc(OC)c1 | 3% | 4% | -3 | -5% | 40%[activator] | 12% | i | 6% | -3%
CC(C)(C)c1ccc(Cn2cnc(-c3ccc([N+](=O)[O-])cc3)c2)cc1 | -7% | 2% | -3 | -21% | ? | 8% | -3% | 6% | -3%

Arranged by molar mass (lowest first): some entries from above.
SMILES | TrxR1 substrate | Pin1 inhibitor | PI4K2A block | USP1 inh | HP1b binding inh | mIDH1 inhibitor | PGK inhibitor | TrxR1 inh | GLS inh
CCN(CC)C(=O)c1cc(-c2ccccc2OC)on1 | -5% | -8% | 2 | -22% | 16% | 2% | 10% | -15% | 4%
COc1cc(NC(=O)CN(C)S(=O)(=O)c2ccc(C)cc2)cc(OC)c1 | 3% | 4% | -3 | -5% | 40%[activator] | 12% | i | 6% | -3%
CSCCC1NC2(C(=O)Nc3ccc(Cl)cc32)[C@@H]2C(=O)N(C3CCCC3)C(=O)[C@H]12 (some centres undefined) | -6% | 5% | 3 | -24% | -3% | -6% | -8% | ? | ?
CN(Cc1ccccc1)C(=O)c1cccc(NC(=O)Cc2cccc(NC(=O)C3CCN(C(=O)c4ccccc4)CC3)c2)c1 | 0% | 10% | -1 | -20% | 2% | 2%[38.3 µM] | -2% | 22% | 0%

Not all compounds are listed; count on the stated rates, not on these rows.
